STAT1 activator – increases IFN-gamma driven STAT1 reporter signal. NIH 3T3 STAT1-luciferase reporter, luminescence; 100% = IFN-gamma alone, no compound. activation (% of control), % at 5.5 µM. 200,000 tested, 2.6% active. AID 932;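 active = activation above the screen-wide mean activation plus 3 SD, cut at about 130% in these data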;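 note: raw ratio to IFN-gamma control signal so 100% means no change and 0% no light; values of inactives mirror those of a sister screen read the other way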
APP 5UTR inh – APP translation inhibition; 190,000 tested, 0.82% active; inhibition, % at 2 µM; SH-SY5Y APP 5'UTR-luciferase reporter, luminescence; AID 1285;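 active = inhibition above a set limit, derived from the sample mean plus 3 SD, cut at about 45% in these data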; note: values of inactives mirror those of a sister screen read the other way
STAT1 inh – inhibitors of IFN-gamma induced STAT1 signaling. NIH 3T3 STAT1-luciferase reporter, luminescence. inhibition, % at 5.5 µM. 200,000 tested, 0.35% active;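 active = inhibition above a set limit, the mean inhibition across all tested compounds plus 3 SD, cut at about 34% in these data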;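 note: 0% = IFN-gamma with DMSO and 100% = IFN-gamma with 300 µM nifuroxazide; values of inactives mirror those of a sister screen read the other way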
STAT3 inh – STAT3 signaling inhibition; U3A cells, IL-6 STAT3-luciferase reporter, luminescence; host cell line lacks STAT1; inhibition, % at 5.5 µM; 190,000 tested, 0.89% active;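 active = inhibition above the mean inhibition across all screened compounds plus 3 SD, cut at about 44% in these data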;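 note: 0% = DMSO only wells and 100% = 100 µM nifuroxazide control wells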
FLuc inh counter – inhibits firefly luciferase, flagging false hits in luciferase inhibition screens. P08659. ATPLite firefly luciferase biochemical luminescence, 10 min. AID 1006. 200,000 tested, 1.5% active. inhibition, % at 10 µM;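 active = inhibition above about 50% when tested at 10 µM, limit read from the data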
Target sequence (P08659 whole entry, looked up): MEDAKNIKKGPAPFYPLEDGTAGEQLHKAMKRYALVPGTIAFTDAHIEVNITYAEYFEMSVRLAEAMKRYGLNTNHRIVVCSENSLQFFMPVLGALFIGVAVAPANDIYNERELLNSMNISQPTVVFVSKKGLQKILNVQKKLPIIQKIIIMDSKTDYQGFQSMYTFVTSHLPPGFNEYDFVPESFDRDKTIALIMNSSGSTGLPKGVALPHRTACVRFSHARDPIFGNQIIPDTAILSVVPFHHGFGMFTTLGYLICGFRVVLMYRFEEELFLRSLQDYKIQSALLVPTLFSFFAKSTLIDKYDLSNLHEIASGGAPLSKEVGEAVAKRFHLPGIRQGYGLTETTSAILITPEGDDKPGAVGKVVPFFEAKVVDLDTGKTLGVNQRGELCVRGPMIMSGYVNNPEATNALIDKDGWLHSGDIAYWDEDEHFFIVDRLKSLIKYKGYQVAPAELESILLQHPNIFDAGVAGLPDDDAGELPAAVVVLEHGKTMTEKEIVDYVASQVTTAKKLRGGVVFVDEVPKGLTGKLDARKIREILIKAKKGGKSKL
RAM inhibit – inhibitors of the yeast RAM network | S. cerevisiae dse1pr::URA3 reporter, 5-FOA growth OD615, 2 d; analog-sensitive cbk1-as2 kinase mutant strain | inhibition, % at 50 µM | 190,000 tested, 1.8% active | AID 868;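 active = inhibition above a set limit, 3 SD over mean compound inhibition, cut at about 8.4% in these data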;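 note: 0% = DMSO-only wells with no growth and 100% = 10 µM 1-NA-PP1 full growth; inhibition rescues growth on 5-FOA so higher OD means more RAM inhibition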
APP 5'UTR act – APP 5'UTR luciferase reporter activation | activation, % at 2 µM | AID 1276 | SH-SY5Y APP 5'UTR luciferase reporter, luminescence; zero percent = DMSO vehicle wells | 190,000 tested, 1% active;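 active = activation above a set limit, based on mean plus 3 SD of controls, cut at about 140% in these data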; note: values of inactives mirror those of a sister screen read the other way
NF-kB expr up – raises NF-kB expression in human neuronal cells; 190,000 tested, 1.6% active; fold change at 12.5 µM; NF-kB reporter expression; hits give high values; in the data active = fold change above about 3.3
Hsp70 act – switches on Hsp70 transcription | HeLa Hsp70 promoter luciferase reporter, luminescence; scaled: vehicle 0, proteasome-inhibitor control 100% | activation, % at 10 µM | 200,000 tested, 0.04% active | AID 1203;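 active = activation above the mean across all tested compounds plus 3 SD, cutoff set per campaign, cut at about 5.5% in these data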;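 note: 100% = MG132 at 30 µM as the positive control and 0% = DMSO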
STAT3 activator – STAT3 signaling activation. 190,000 tested, 0.91% active. U3A cells, IL-6 STAT3-luciferase reporter, luminescence; 100% = signal with IL-6 EC80 alone. activation (% of control), % at 5.6 µM;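 active = activation above the screen-wide mean of compound activation plus 3 SD, cut at about 130% in these data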;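 note: 0% = background luminescence of wells with medium and substrate only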
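Material: STAT3-luciferase reporter U3A cells. Controls: IL-6-treated wells, 100% activation. Read-out: % activation versus median of IL-6-stimulated wells. Probe or stimulus: IL-6 stimulus at 33 ng/mL final. Timing: compound 1 h, then IL-6 6 h at 37 °C. Signal: reporter luminescence signal.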
Numbers without * were called inactive; x = no result given. Compounds were not picked by outcome; overall some 7.7% were active at least once.

No.	SMILES	STAT1 activator	STAT3 activator	FLuc inh counter	APP 5UTR inh	APP 5'UTR act	STAT3 inh	Hsp70 act	RAM inhibit	STAT1 inh	NF-kB expr up
1	COc1ccc(N2CCN(CCNC(=O)CCCn3c(=O)[nH]c4cc(Cl)ccc4c3=O)CC2)cc1	100	95	-8	4	-4	10	-0.1	-0.7	0	1.1
2	CC(C)Oc1cc(N)c(Cl)cc1Cl	98	109	-2	4	-4	-3	-0.4	-0.7	2	1.1
3	Cn1c(C(=O)O)c(CC(=O)Nc2ccc(F)cc2F)c2ccccc21	106	111	-10	10	-10	-11	-0.5	4.5	-7	1.1
4	Cc1ccc(Nc2c([N+](=O)[O-])c(=O)oc3ccccc23)cc1	89	97	-7	-8	8	5	0.1	2.4	10	1.4
5	O=C(O)CCCC(=O)N1N=C(c2ccccc2)CC1c1ccc2nccnc2c1 (configuration not stated)	99	100	-2	-19	19	1	-0.2	1.1	1	1.3
6	Cc1cc(C)c2nc(-c3ccccn3)cc(C(=O)NCc3ccc(S(N)(=O)=O)cc3)c2c1	95	96	-2	-6	6	10	0.3	-0.2	3	1.4
7	NCCNc1ccc([N+](=O)[O-])c(NC2CC2)c1	98	104	-4	3	-3	4	-0.2	-0.3	2	0.95
8	COc1cc(/C=C/C(=O)O)ccc1S(=O)(=O)N1CCCc2ccccc21	96	105	-9	24	-24	-1	0.0	3.5	6	1.1
9	O=C(Nc1sccc1C(=O)N1CCOCC1)c1cccnc1	104	103	1	-18	19	-2	-0.2	2.0	-4	1.1
10	CNc1nc(C23CC4CC(CC(C4)C2)C3)cs1	98	81	-3	-22	22	31	-0.2	1.2	1	1.2
11	COc1ccccc1NC(=O)COc1ccc(Br)cc1CNCCCN1CCOCC1	97	90	-6	19	-19	20	-0.3	-0.1	3	1.2
12	O=C(CSc1nnc(COc2cccc3cccnc23)o1)N1CCc2ccccc21	93	100	0	7	-7	4	0.0	0.1	7	0.76

(next part)
No.	SMILES	STAT1 activator	STAT3 activator	FLuc inh counter	APP 5UTR inh	APP 5'UTR act	STAT3 inh	Hsp70 act	RAM inhibit	STAT1 inh	NF-kB expr up
13	CCCCn1nnc(N(C(=O)c2cccs2)C(=O)c2cccs2)n1	122	103	0	-17	17	3	-0.2	0.3	-26	1.6
14	Cc1ccc(S(=O)(=O)Oc2ccc(C3C4=C(CCCC4=O)OC4=C3C(=O)CCC4)cc2)cc1	90	110	-8	-5	5	-6	-0.3	3.4	11	0.98
15	O=C(CNC(=O)c1ccccc1)NCC(=O)OCC(=O)c1ccc(F)cc1	96	80	-3	-19	19	26	-0.4	1.1	5	1
16	CCOC(=O)N1CCC(N2C(=O)c3ccc(C(=O)NCc4ccco4)cc3C2=O)CC1	104	107	-3	1	-1	-3	-0.3	2.1	-5	1
17	Cc1cc(Cl)ccc1OCCCC(=O)NCCN1C(=O)S/C(=C\c2cccnc2)C1=O	94	81	0	-11	11	25	-0.6	8.0	7	1.4
18	O=C1C(=O)N(CCN2CCOCC2)C(c2cccnc2)/C1=C(/O)c1ccc(Cl)cc1 (configuration not stated)	100	99	-4	-4	4	3	0.2	2.1	0	1.1
19	CC(C)(C)n1nnnc1C(c1ccncc1)N(Cc1ccccc1)Cc1ccco1 (configuration not stated)	103	107	-4	16	-16	-8	-0.2	1.2	-2	0.82
20	CC(=O)Nc1ccc(C(=O)N(C)c2ccccc2)cc1	98	102	-5	-13	13	4	-0.7	1.1	2	1
21	COc1cc(S(=O)(=O)n2ccc(C)n2)c(OC)cc1Cl	104	101	-6	-13	13	5	-0.3	0.2	-4	1.2
22	O=C(CSc1nnc(-c2ccccc2)c(-c2ccccc2)n1)NCc1ccco1	104	94	-7	-3	3	9	0.0	-0.6	4	0.89
23	COc1ccc(OC)c(Cc2nnc(CCC(=O)NC3CCCC3)o2)c1	89	99	-3	-10	10	6	-0.1	-1.0	11	1.2
24	O=C(COC(=O)CNC(=O)c1ccco1)Nc1ccccc1OC(F)F	101	105	-4	3	-3	-1	0.0	1.9	-2	1

Arranged by number of heavy atoms (lowest first): three of the compounds above
No.	SMILES	STAT1 activator	STAT3 activator	FLuc inh counter	APP 5UTR inh	APP 5'UTR act	STAT3 inh	Hsp70 act	RAM inhibit	STAT1 inh	NF-kB expr up
24	O=C(COC(=O)CNC(=O)c1ccco1)Nc1ccccc1OC(F)F	101	105	-4	3	-3	-1	0.0	1.9	-2	1
15	O=C(CNC(=O)c1ccccc1)NCC(=O)OCC(=O)c1ccc(F)cc1	96	80	-3	-19	19	26	-0.4	1.1	5	1
17	Cc1cc(Cl)ccc1OCCCC(=O)NCCN1C(=O)S/C(=C\c2cccnc2)C1=O	94	81	0	-11	11	25	-0.6	8.0	7	1.4

Remaining list, next part
No.	SMILES	STAT1 activator	STAT3 activator	FLuc inh counter	APP 5UTR inh	APP 5'UTR act	STAT3 inh	Hsp70 act	RAM inhibit	STAT1 inh	NF-kB expr up
25	c1ccc(-c2noc(CN3CCc4sccc4C3)n2)cc1	121	104	0	-27	27	-1	-0.1	0.5	-25	1.4
26	COc1ccccc1CNC(=O)C(C)NS(=O)(=O)c1ccccc1 (configuration not stated)	93	101	-3	-16	16	3	0.9	1.6	8	1.2
27	O=S(Cc1ccc(Cl)cc1)CC(O)COCc1ccc(Cl)cc1 (configuration not stated)	90	102	-5	7	-7	3	0.0	1.6	11	0.94
28	Cc1nc(N[C@@H](Cc2ccccc2)C(=O)O)c2oc3ccccc3c2n1	99	94	-3	15	-15	11	0.1	0.4	1	1.1
29	O=C(NCc1ccco1)C1(c2ccc(Br)cc2)CCCC1	81	99	-2	-6	6	2	-0.2	1.4	10	1.1
30	O=C(Cc1ccccc1)NCCSCc1ccco1	106	105	-1	-7	7	-5	-0.2	1.7	-7	1.6
31	Nc1ccc(C(=O)c2ccccc2C(=O)O)cc1Cl	102	107	3	-9	9	-4	-0.2	0.8	-2	0.86
32	Cc1cnc(C(=O)Nc2ccc(N3CCCCC3)cc2)cn1	135*	80	55*	-142	142*	26	-0.1	2.9	-39	2.8
33	COc1cc(/C=N/OCC(=O)NC2CCCCC2C)ccc1OCc1ccc(Cl)cc1 (configuration not stated)	158*	113	10	-141	141*	-15	0.1	11*	-65	5*
34	CCC1=NN(C(=O)Cc2ccccc2)C(O)(c2ccncc2)C1 (configuration not stated)	97	100	-1	-10	10	2	-0.3	-0.1	1	1.4
35	CC(=O)Nc1ccc(NCN2C(=O)C3C4CCC(C4)C3C2=O)cc1 (configuration not stated)	95	94	-1	2	-2	9	-0.1	1.5	6	1.1
36	COc1ccc(NC(=O)c2oc3ccccc3c2NC(=O)C2CC2)cc1	98	80	-1	-5	5	27	-0.3	0.1	2	1.2

(continued)
No.	SMILES	STAT1 activator	STAT3 activator	FLuc inh counter	APP 5UTR inh	APP 5'UTR act	STAT3 inh	Hsp70 act	RAM inhibit	STAT1 inh	NF-kB expr up
37	O=C(CC1C(=O)N(c2ccc(F)cc2)C(=O)N1Cc1ccccn1)Nc1ccccc1 (configuration not stated)	105	97	-4	x	x	10	-0.3	-0.8	-5	0.72
38	COc1ccc(/C(N)=N/OC(=O)CN(C)S(=O)(=O)c2ccccc2)cc1	106	94	-2	-6	6	13	-0.1	0.6	-8	1
39	O=C(c1c[nH]c(=O)n(-c2ccccc2)c1=O)N1CCc2ccccc21	98	99	-2	-5	5	4	0.0	0.5	2	1.1
40	O=C(O)c1[nH]c2ccccc2c1CC(=O)N1CCN(c2ccccc2)CC1	87	114	-1	-6	7	-12	-0.2	0.6	13	1.2
41	COc1cccc(/C=N/NC(=O)CNC(=O)c2ccc(S(=O)(=O)N3CCOCC3)cc2)c1OC	86	100	-2	6	-6	3	-0.3	1.6	16	0.96
42	Cc1n[nH]c(C)c1S(=O)(=O)N1CCc2ccccc21	99	133	0	-3	3	-33	-0.3	1.6	1	1.1
43	NNC(=O)c1ccc2[nH]c3c(c2c1)CCCC3	108	93	15	2	-2	18	0.4	1.4	-10	1.4
44	CCc1nnc2sc(-c3ccc(NC(=O)c4ccc5c(c4)OCCO5)cc3)nn12	84	56	-5	-13	13	55*	0.4	1.2	17	0.98
45	CN(C)S(=O)(=O)c1ccc2c(c1)nc(CCC(=O)Nc1ccc(N3CCOCC3)cc1)n2C	100	107	23	-6	6	-4	0.3	-1.0	-4	1.2
46	Cn1cccc1C(=O)NC(=O)COC(=O)C12CC3CC(CC(O)(C3)C1)C2	121	113	57*	-34	34	-11	0.2	0.9	-23	0.43
47	O=C(CN1C(=O)COc2ccccc21)NCCN1CCc2ccccc2C1	102	102	-3	-10	10	0	-0.6	-0.2	-2	0.99
48	Cc1c(NC(=O)C(C)OC(=O)COc2cccc3c2OC(C)(C)C3)c(=O)n(-c2ccccc2)n1C (configuration not stated)	101	103	-6	-4	4	0	-0.2	1.8	-1	1.4

More compounds follow:
No.	SMILES	STAT1 activator	STAT3 activator	FLuc inh counter	APP 5UTR inh	APP 5'UTR act	STAT3 inh	Hsp70 act	RAM inhibit	STAT1 inh	NF-kB expr up
49	CCCCN(C)CCNC(=O)CCNC(=O)Cn1ccc2ccccc2c1=O	103	105	-6	28	-28	-4	-0.1	1.0	-6	0.92
50	COc1ccc(C2NCCC3(O)CCCCC23)c(OC)c1OC (configuration not stated)	106	98	-4	-10	10	3	-0.1	-0.5	-7	1.1
51	CC(C)C(NC(=O)c1cccc(S(=O)(=O)N2CCOCC2)c1)C(=O)NCCc1ccccn1 (configuration not stated)	98	102	-4	-10	10	2	-0.5	1.3	2	1.1
52	O=C(Nc1ccc2c(c1)OCO2)c1cnn2c(C(F)(F)F)cc(-c3ccco3)nc12	96	84	-2	-12	12	22	0.0	5.5	4	0.83
53	Cc1ccc(NC2=NC(c3ccc(C)cc3)n3c(nc(C)cc3=O)N2)cc1 (configuration not stated)	98	102	-4	-17	17	2	-0.3	5.2	3	0.75
54	CN(Cc1nc(-c2ccc(C(F)(F)F)cc2)no1)C1CCOCC1	100	86	-3	2	-2	23	0.6	1.8	-2	1.2
55	COc1cccc(C2c3[nH]c4ccccc4c3CCN2C(=O)Cn2cncn2)c1OC (configuration not stated)	97	130	-3	-17	17	-32	0.1	0.1	4	1.2
